PRMT1 inh: PRMT1 (human) inhibition, primary screen | Q99873 | recombinant PRMT1, activity-based probe fluorescence polarization | inhibition, % at 2.79 µM | actives 1.3% (n = 370,000);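 active = inhibition above about 21% made by adding two undisclosed values, limit read from the data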
Target sequence (Q99873 whole entry, looked up): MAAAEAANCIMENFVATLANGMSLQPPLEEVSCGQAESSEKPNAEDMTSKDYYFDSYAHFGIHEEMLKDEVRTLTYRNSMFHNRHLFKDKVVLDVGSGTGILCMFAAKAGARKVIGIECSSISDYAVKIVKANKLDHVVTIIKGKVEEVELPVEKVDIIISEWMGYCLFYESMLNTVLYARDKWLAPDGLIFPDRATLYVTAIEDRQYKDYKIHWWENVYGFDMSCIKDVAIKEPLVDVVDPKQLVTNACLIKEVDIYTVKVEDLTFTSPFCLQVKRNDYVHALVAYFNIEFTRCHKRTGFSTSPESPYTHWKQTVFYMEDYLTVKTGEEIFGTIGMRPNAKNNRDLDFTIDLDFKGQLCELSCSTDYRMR
TDP2 absorb: TDP2 (human) inhibition, absorbance primary screen; inhibition, % at 12.8 µM; recombinant TDP2, T5PNP hydrolysis, p-nitrophenol absorbance 415 nm; actives 0.34% (n = 370,000);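 active = inhibition above the mean of all tested compounds plus 3 SD, set per campaign, cut at about 25% in these data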;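 also: 0% = DMSO with enzyme and 100% = buffer with substrate but no TDP2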
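Test system: human TDP2 enzyme; Input: 120 nM TDP2 per well; Buffer or medium: Mg2+-containing Tris-HCl buffer, pH 7.5; Reagent: 5 mM T5PNP; Dosing: 12.8 µM single point, 1% DMSO; Incubation: reaction 2 h, 37 °C; Detection: p-Nitrophenol epi absorbance; Read-out: % inhibition relative to enzyme-containing and enzyme-free wells; Replicates: single well per compound.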
PG9 binder: small molecules binding HIV-1 gp120 antibody PG9. TR-FRET gp120-PG9 antibody binding. actives 0.43% (n = 360,000). inhibition, % at 6.7 µM. AID 624416; in the data active = inhibition above about 8.5%
SIAE primary: human SIAE inhibition, primary screen. SIAE FP-Rh probe binding, fluorescence polarization. actives 0.69% (n = 370,000). Q9HAT2. inhibition, % at 9.66 µM;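 active = inhibition above a cutoff: mean of compounds within the control limits plus 3 SD of those, cut at about 17% in these data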;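 also: 0% = plate median of compound wells and 100% = probe without SIAE protein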
HTRA1 inh: inhibitors of human serine peptidase HTRA1; recombinant HTRA1, FP-rhodamine activity-based probe, fluorescence polarization; inhibition, % at 5.96 µM; actives 0.5% (n = 340,000); AID 504803; in the data active = inhibition above about 36%;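 also: 0% = enzyme with DMSO and 100% = wells lacking enzyme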
Target sequence (Q92743 whole entry, looked up): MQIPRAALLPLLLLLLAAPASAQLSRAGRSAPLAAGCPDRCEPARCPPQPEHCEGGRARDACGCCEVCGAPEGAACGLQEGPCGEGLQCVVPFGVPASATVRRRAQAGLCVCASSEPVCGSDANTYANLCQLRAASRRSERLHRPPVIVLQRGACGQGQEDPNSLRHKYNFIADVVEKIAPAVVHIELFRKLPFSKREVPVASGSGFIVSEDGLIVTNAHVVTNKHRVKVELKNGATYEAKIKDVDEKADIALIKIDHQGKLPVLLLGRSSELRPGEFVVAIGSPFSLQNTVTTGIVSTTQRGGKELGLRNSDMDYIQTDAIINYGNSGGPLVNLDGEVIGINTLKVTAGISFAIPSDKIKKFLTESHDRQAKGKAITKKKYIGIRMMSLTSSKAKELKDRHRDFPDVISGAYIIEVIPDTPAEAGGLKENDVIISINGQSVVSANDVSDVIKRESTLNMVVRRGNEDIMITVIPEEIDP
rCAG binder: r(CAG) repeat RNA binding | actives 1.3% (n = 370,000) | inhibition, % at 3 µM | TO-PRO-1 dye displacement fluorescence;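 active = inhibition above the plate cutoff, the mean of all test compounds on that plate plus 3 SD, cut at about 35% in these data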;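 also: 0% = DMSO alone and 100% = 100 µM mitoxantrone as full dye displacement; higher means more dye released from RNA so lower well fluorescence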
Rev-erbA mod: Rev-erb alpha (human) modulation; Rev-erbα–FITC-DNA binding, fluorescence polarization, 90 min; activity, % at 10 µM; actives 0.79% (n = 370,000); AID 1259318;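 active = activity above about 14%, limit read from the data; passing the limit was not always enough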;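 also: 0% = DMSO wells with 35 nM protein and 100% = DMSO wells with 750 nM protein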
mABHD4 FP: inhibitors of mouse ABHD4. Q8VD66. purified mABHD4, FP-Rh probe fluorescence polarization. inhibition, % at 8.92 µM. actives 0.54% (n = 370,000). AID 720543;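 active = inhibition exceeding the mean over every tested compound plus 3 SD, cut at about 30% in these data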;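 also: 0% = plate median of compound wells and 100% = S159A mutant with DMSO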
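Assay system: mABHD4 protein; medium: HEPES pH 7.0, NaCl, Pluronic buffer; dosing: 8.92 µM, single dose; schedule: 45 min + 60 min at 25 °C; signal: FP readout, ex 525 nm / em 598 nm; read-out: normalized percent inhibition of probe labeling; repeats: single replicate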
LEDGF integ inh: blocks HIV-1 LEDGF/p75-dependent DNA integration; TR-FRET IN-LEDGF/p75 DNA integration, Eu/Cy5; actives 0.64% (n = 370,000); inhibition, % at 3.7 µM;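 active = inhibition above the screen-wide mean plus 3 SD, cut at about 13% in these data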;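 also: signal is the Cy5 over europium emission ratio at 671 and 618 nm; 0% = plate median of compound wells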
TCR-CD3 inh: human TCR-CD3 binding inhibition; TAMRA-labeled TCR probe fluorescence, biochemical; inhibition, % at 9.4 µM; actives 0.37% (n = 360,000); in the data active = inhibition above about 19%;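 also: recombinant mutant TCR 2C K166C tagged with TAMRA read by polarization; 0% = receptor in buffer alone and 100% = receptor with positive control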
An asterisk follows results filed as active; . = no result given; & = joins results of further samples; ! = a repeat was not active. Not all compounds are listed; the hit share may differ from the screen's.

smiles,PRMT1 inh,TDP2 absorb,PG9 binder,SIAE primary,HTRA1 inh,rCAG binder,Rev-erbA mod,mABHD4 FP,LEDGF integ inh,TCR-CD3 inh
CCN(CC)CCN(C(=O)c1ccc(S(=O)(=O)N(C)C2CCCCC2)cc1)c1nc2c(C)cccc2s1,-2,7,0.8,-11,-30,-1,-7,2,-3,-11
CCOC(=O)Nc1ccc2c(c1)C(=NNC(N)=S)c1ccccc1-2,9,6,-4.7,-5,-25,17,6,-28,1,0
COc1ccc(-n2c(CCc3ccccc3)nnc2SCC(=O)c2ccc(Cl)cc2)cc1,1,3,-0.7,2,-34,2,3,6,-1,1
O=C(CCSCCC(=O)NCC1CCCO1)NCC1CCCO1 (configuration not stated),1,-2,-1.6,11,-3,-4,0,4,-2,0
CC1CCN(c2nc3c(c(=O)[nH]c(=O)n3C)n2Cc2ccccc2)CC1,2,-11,-0.7,5,1,-1,2,3,-5,-6
CC(=O)c1ccc(OCC(O)CN2CCN(CCN3C(=O)c4cccc5cccc(c45)C3=O)CC2)cc1 (configuration not stated),4,-6,-0.5,0,-2,-2,2,-2,0,-5
C#CCSc1nc(C)cc(C(=O)OCC)c1C#N,2,10,-0.3,0,-5,-1,-5,-15,-1,-1
COc1ccc(S(=O)(=O)N(C)CC(=O)NCCN2CCOCC2)cc1Cl,-2,8,1.4,-2,8,0,1,1,2,3
COc1ccc(S(=O)(=O)NC2CC3CCC2C3)cc1Br (configuration not stated),-3,-9,-2.1,-2,-15,-3,3,-3,1,2
CC(C)(C)c1ccc(C(=O)NC(=S)N2CCCCCC2)cc1,3,18,-0.3,0,-4,-6,3,5,21*,2
CCc1cccc(CC)c1NC(=S)NCC(c1cccnc1)N1CCOCC1 (configuration not stated),0,1,0.3,-11,7,2,2,-2,-3,0
COc1ccc2c(c1)CCc1c(C(=O)N3CCCc4ccccc43)noc1-2,-4,3,0.2,-4,-30,-2,-3,-13,1,3
Cc1ccc(NC(=O)c2nc[nH]c2C(=O)N[C@@H](C)c2ccccc2)cc1,0,1,0.5,-8,-68,6,1,-54,1,0
CCOc1cc2c(cc1/C=C(/C#N)c1ccc(C(=O)O)cc1)OCO2,2,-16,-1.2,-12,0,16,3,-1,0,3
CC1CCOC2(O1)C(=O)Nc1ccccc12 (configuration not stated),4,1,2.7,-9,-3,-1,4,-5,8,-7
COc1ccc(-n2nc3c(c2NC(=O)C(C)C)CSC3)cc1,-2,-13,0.8,6,4,7,0,-9,4,-13
O=C(NCC(c1ccco1)N1CCOCC1)c1cccc([N+](=O)[O-])c1 (configuration not stated),0,-9,0.2,0,4,2,-5,-6,1,-4
COC(=O)C1CCN(C2CN(Cc3ccc(F)cc3)S(=O)(=O)C2)CC1 (configuration not stated),3,1,-2.1,4,.,-1,0,5,-1,-3
COc1ccccc1N(CC(=O)NCCSc1ccc(Cl)cc1)S(C)(=O)=O,2,-14,-0.2,-2,-6,-7,4,4,-7,-2
O=C(O)/C=C/C(=O)Nc1ccc(Cc2ccc(NC(=O)/C=C/C(=O)O)cc2)cc1,8,6,-1.1,13,2,5,-4,5,0,11
NS(=O)(=O)c1ccc(-n2cccc2C=O)cc1,2,3,1.8,0,11,0,3,-3,-2,-4
CC(C)(C)n1nc2c(c1NC(=O)c1ccc(Br)o1)CS(=O)C2 (configuration not stated),1,7,-2.2,9,2,0,5,8,1,-1
Cc1ccc(S(=O)(=O)N(C)CC(=O)N2CCN(Cc3ccc4c(c3)OCO4)CC2)cc1,3,-5,-1.7,0,5,-5,0,-2,1,-3
O=C1NC(=Nc2ccccc2Cl)S/C1=C\c1cc([N+](=O)[O-])ccc1O,6,16,-2.3,-1,-3,82*,4,20,1,-11
CC(C)c1c(C(=O)N/N=C/c2c[nH]c3ccccc23)nnn1-c1nonc1N,-3,12,-1.5,5,-4,20,7,-7,1,3

Profiles from above:
`O=C(CCSCCC(=O)NCC1CCCO1)NCC1CCCO1` (configuration not stated) is listed with PRMT1 inh: 1; TDP2 absorb: -2; PG9 binder: -1.6; SIAE primary: 11; HTRA1 inh: -3; rCAG binder: -4; Rev-erbA mod: 0; mABHD4 FP: 4; LEDGF integ inh: -2; TCR-CD3 inh: 0
`CC1CCOC2(O1)C(=O)Nc1ccccc12` (configuration not stated) is listed with PRMT1 inh: 4; TDP2 absorb: 1; PG9 binder: 2.7; SIAE primary: -9; HTRA1 inh: -3; rCAG binder: -1; Rev-erbA mod: 4; mABHD4 FP: -5; LEDGF integ inh: 8; TCR-CD3 inh: -7

More results:
smiles,PRMT1 inh,TDP2 absorb,PG9 binder,SIAE primary,HTRA1 inh,rCAG binder,Rev-erbA mod,mABHD4 FP,LEDGF integ inh,TCR-CD3 inh
OC(CN1CCCCCC1)CN(c1ccccc1)c1ccccc1 (configuration not stated),5,-6,-1.6,3,7,3,3,3,-8,-8
O=C(Nc1ccc(C(=O)N2CCOCC2)cc1)c1cnn2c(C(F)F)cc(-c3ccccc3)nc12,7,-9,-2.0,-8,4,0,-7,-1,-2,-2
O=C(NC1CCCCC1)c1cc(-c2ccccc2Cl)on1,-2,3,-0.3,2,-1,-3,-5,1,-4,-1
CCN=C1NC(c2ccccc2C(F)(F)F)C(C(=O)OC)=C(C)N1Cc1ccc(C(F)(F)F)cc1 (configuration not stated),0,5,-1.9,-3,.,4,3,1,2,-1
N#CC1(NC(=O)COC(=O)C23CC4CC(CC(O)(C4)C2)C3)CCCCC1,1,5,-2.2,-1,-1,-3,-3,7,0,5
Cc1cc2c(cc1C)-c1nnnn1C(C)(C)C2,-2,11,-0.8,-2,4,0,-4,-1,-2,0
O=C(NCc1ccccc1)C(c1ccccc1F)N(CC1CCCO1)C(=O)c1ccccn1 (configuration not stated),6,-17,3.0,-3,5,-6,-1,-13,-4,-9
CCCNc1nc2nc3ccccn3c(=O)c2cc1C(=O)NCCN1CCOCC1,-5,5,-1.1,-3,-1,2,1,-9,2,-2
CCC(=O)Nc1ccc(-c2csc(NNC(C)=O)n2)cc1,10,8,1.3,-2,5,3,3,-2,-2,-8
Cc1ccnc(SCC(=O)Nc2sc3c(c2C#N)CCC(C(C)(C)C)C3)n1 (configuration not stated),-1,6,-1.0,-3,-5,3,2,-2,-1,3
CSc1nc(N)nc(SCCS(=O)(=O)c2ccc(Cl)cc2)c1C#N,-3,0,-0.5,-17,-37,8,1,-16,0,-6
O=C(Nc1ccc(Cl)c(C(=O)N2CCOCC2)c1)c1ccccc1,-5,-7,-2.4,-9,-12,5,2,-6,-4,7
Cc1ccc2nc(NC(=O)CN3C(=O)NC4(CCCCC4)C3=O)sc2c1,-4,-6,-0.8,-5,-10,6,-2,-4,3,-5
COc1ccc2nc(Nc3sc4c(c3C(N)=O)CCCC4)sc2c1,45*,-6,-0.3,-34,-5,33,-1,22,0,-7
COc1cc(C(=O)N/C(=C\c2cn(C)c3ccccc23)C(=O)NCCN2CCOCC2)cc(OC)c1OC,-4,6,-0.3,13,6,0,1,5,-2,-5
CCOC(=O)C1CCCN(C(=O)C2COc3ccccc3O2)C1 (configuration not stated),9,9,1.0,108*,-4,-8,5,45*,1,28*
Cc1ccc(C2CCC3(CCC(=O)N3CCOC(=O)Nc3ccc(F)cc3)CC2)cc1 (configuration not stated),4&-1,-6&6,.,18*!,.,10&1,1&3,-16&1,1&3,.
CO/N=C(/CS(=O)(=O)c1ccc(C)cc1)c1ccc(OC)cc1,1,-6,-1.9,14,-1,1,-5,-9,3,-4
COc1ccc(Cc2nnc(SCC(=O)N(c3ccccc3)C(C)C)n(N)c2=O)cc1,-7,-17,-2.1,-1,15,-4,5,-1,-1,5
COC(=O)c1c(NC(=O)CSc2nnc(CNc3ccc(Cl)cc3)o2)sc(C)c1C,0,0,0.6,-5,-20,8,8,-7,0,-1
CCCNC(=O)C1(C)CCN(Cc2ccc(C(=O)OCC)cc2)C1 (configuration not stated),-3,1,-2.8,-6,.,-3,-2,-3,3,4
CCc1noc(C)c1C(=O)N1CCCC(N2CCN(c3ccccc3F)CC2)C1 (configuration not stated),2,0,-2.0,6,6,-8,-1,0,-4,0
COc1cc(C(=O)NNC(=O)c2ccccc2Br)ccc1OCC(=O)N1CCOCC1,-2,13,1.8,-2,-2,-2,1,-2,1,-2
CCOC(=O)C1=NN(c2ccc(F)cc2)C2=NC(C)=C(C(=O)OC)C(c3cccs3)N12 (configuration not stated),1,2,-0.7,3,-6,7,5,3,-1,6
CC(O)(c1ccccc1)c1nc(-c2cccc(C(F)(F)F)c2)cs1 (configuration not stated),2,-3,1.2,-6,.,1,6,-31,-3,-7
Cc1cccc(OCC(=O)OC(C)C(=O)Nc2ccc(Cl)cn2)c1 (configuration not stated),-5,1,-1.7,0,-2,-3,0,2,-1,7
COc1ccc(S(=O)(=O)N(C)C)cc1NC(=O)CSc1nnc(-c2cccnc2)o1,0,8,-1.7,16,0,2,3,6,-1,-6
O=C(NCCCNC(=O)c1ccccn1)c1ccc(Br)cc1,-3,-7,-0.7,11,0,-2,-4,-11,6,1
Cc1ccc(C(=O)N/N=C\c2ccncc2)s1,-4,1,-2.3,-5,0,1,-3,1,1,7
COc1ccc(Cl)cc1NS(=O)(=O)c1ccc(OC)c(OC)c1,-3,-12,-2.5,-4,-6,0,-1,-1,1,2
Cc1cccc(C(=O)Nc2ccccc2SCC2CSc3nc4ccccc4c(=O)n32)c1 (configuration not stated),2,-5,3.0,2,-8,8,1,-5,-1,3
Cc1c(C(=O)NCC2CCCO2)oc2ccc(S(=O)(=O)N3CC(C)CC(C)C3)cc12 (configuration not stated),7,-13,0.8,-6,2,-1,6,-9,-5,-4
COc1ccc(/C(C)=N/NC(=O)c2ccncc2)cc1[N+](=O)[O-],3,-3,-0.8,-7,7,9,-5,6,-8,1
COc1cccc(C2C(C(N)=O)=C(C)Nc3nc(-c4ccccc4Cl)nn32)c1 (configuration not stated),0,4,-0.6,-5,1,3,7,8,4,5
CCOc1ccccc1-n1c(CN2CCN(C(=O)c3ccco3)CC2)nc2ccccc2c1=O,0,-5,-2.2,-6,6,-1,3,-4,-2,5
CSc1ccc(C2C(C(=O)c3ccco3)=C(O)C(=O)N2c2nnc(SC)s2)cc1 (configuration not stated),65*,16,1.9,2,-9,17,5,-15,1,-4
Cc1ccccc1C(=O)Nc1cccc(-c2cn3ccccc3n2)c1,-3,4,-0.6,3,.,1,1,-11,-1,-1
Cc1ccc(S(=O)(=O)Nc2ccc(NC(=O)c3c(F)c(F)c(F)c(F)c3F)cc2)cc1,0,-14,-0.3,-10,-43,13,-6,-32,-2,-3
Cc1cc(OCCCN2CCC(C(O)(c3ccccc3)c3ccccc3)CC2)ccc1Br,3,5,-0.7,-2,.,3,0,21,4,-3

Some of these compounds in order of their number in Rev-erbA mod, highest first.
Structure	Rev-erbA mod
Cc1c(C(=O)NCC2CCCO2)oc2ccc(S(=O)(=O)N3CC(C)CC(C)C3)cc12 (configuration not stated)	6
COc1ccc(S(=O)(=O)N(C)C)cc1NC(=O)CSc1nnc(-c2cccnc2)o1	3
Cc1cccc(C(=O)Nc2ccccc2SCC2CSc3nc4ccccc4c(=O)n32)c1 (configuration not stated)	1
